TSHR antagonist: blocks TSH signaling through the human TSH receptor | TSHR-expressing cells, TSH-stimulated cAMP HTRF, 2 h; active compounds read low | activity change, negative = inhibition, % at 11.5 µM | hit rate 0.2% among 330,000 | AID 504810;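 active = activity change below a set negative limit, meaning inhibition stronger than a set level, cut at about -70% in these data; inconclusive = activity change between two set negative limits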; note: % is set by controls: 0 for no effect and ±100 for the full control effect
Target sequence (P16473 whole entry, looked up): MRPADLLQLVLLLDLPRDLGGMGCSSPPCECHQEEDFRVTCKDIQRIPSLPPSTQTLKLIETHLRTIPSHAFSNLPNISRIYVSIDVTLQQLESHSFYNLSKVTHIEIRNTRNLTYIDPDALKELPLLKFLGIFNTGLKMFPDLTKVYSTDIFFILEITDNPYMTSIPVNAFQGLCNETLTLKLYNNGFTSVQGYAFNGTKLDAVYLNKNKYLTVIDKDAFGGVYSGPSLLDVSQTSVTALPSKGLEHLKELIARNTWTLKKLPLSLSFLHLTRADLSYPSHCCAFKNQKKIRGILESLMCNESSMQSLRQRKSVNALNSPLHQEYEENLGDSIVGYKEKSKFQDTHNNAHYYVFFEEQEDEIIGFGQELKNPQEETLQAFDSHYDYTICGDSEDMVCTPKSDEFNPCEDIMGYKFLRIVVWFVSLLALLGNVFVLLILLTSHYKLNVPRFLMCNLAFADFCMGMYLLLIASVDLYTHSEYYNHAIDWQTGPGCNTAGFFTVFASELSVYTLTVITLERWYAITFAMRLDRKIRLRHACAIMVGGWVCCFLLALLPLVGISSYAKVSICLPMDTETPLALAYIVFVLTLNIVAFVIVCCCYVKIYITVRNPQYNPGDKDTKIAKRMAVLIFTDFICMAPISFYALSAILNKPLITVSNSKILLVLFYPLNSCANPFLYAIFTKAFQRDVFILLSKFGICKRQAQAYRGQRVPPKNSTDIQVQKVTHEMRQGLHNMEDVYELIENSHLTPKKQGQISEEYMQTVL
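TSHR-expressing cells, 200/well, pre-treated with compound, then stimulated with EC80 TSH (4nM final) for 2 hours at 37 deg C. cAMP measured by competitive HTRF: anti-cAMP cryptate antibody in lysis buffer plus cAMP-d2, read after 30 minutes at room temperature.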
AT treatment: candidate therapy for ataxia-telangiectasia; Potency, µM (doses to about 57.5 µM), without a hit: top-dose activation, usual class: activators; hit rate 0.19% among 320,000; […] A-T fibroblasts, KAP-1 phosphorylation AlphaLISA; neocarzinostatin DNA damage 30 min before lysis; AID 485349; note: potency is the fitted concentration of half-maximal effect; % of control where 0% means no effect; nearly all actives have a fitted effect of over 45% in size
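hTERT-immortalized A-T patient fibroblasts ([…]), 500 cells/well in OPTI-MEM, 1% FBS, got compounds for 60 min, then NCS for 30 min at 37C. Lysates were then assayed for phospho-KAP-1 by AlphaLISA (anti-pKAP1 donor, anti-KAP1 acceptor beads), 6 hr at 25C.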
Tb PFK block: T. brucei PFK enzyme inhibition; T. brucei PFK, ADP-Glo luminescence; AID 485367; O15648; hit rate 0.17% among 330,000; Potency, µM (highest dose often 57.5 µM), without a hit: top-dose activity, negative = inhibition, hits mostly inhibitors;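 note: potency is the fitted concentration of half-maximal effect; 0% = uninhibited 1x PFK enzyme wells and -100% = no-enzyme wells; nearly all actives have a fitted effect of over 60% in size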
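PFK 1.25 nM, F6P 0.5 mM, ATP 0.1 mM, 0.1 M TEA pH 8.0, 5 mM MgCl2, 0.01% Tween20, 0.1% BSA; 45 min RT. ADP-Glo readout. qHTS titration up to 57 uM; curves fitted, compounds curve-classed.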
ELG1 repair inh: blocks ELG1-dependent DNA repair in HEK293T cells; HEK293T ELG1-luciferase reporter, luminescence, 16 h; DNA damage induced by 5-fluorouridine; Potency, µM (series often up to 46.1 µM), for inactives: at the top dose activity change, negative = inhibition, hits mostly inhibitors; hit rate 2.3% among 330,000; AID 504467; note: potency is the fitted concentration of half-maximal effect; % is set by controls: 0 for no effect and ±100 for the full control effect; nearly all actives have a fitted effect of over 55% in size
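Cells (2,000 per well) received 5-fluorouridine plus test compound or DMSO and were incubated 16 hr at 37 °C, 5% CO2. Luciferase activity was read by luminescence 30 min after ONE-Glo addition; signal suppression marked inhibition of damage-induced ELG1 function.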
Integrin act MD: integrin-mediated muscular dystrophy alleviation activation; alpha7betagal myoblasts, beta-gal FDG fluorescence, 48 h; Potency, µM (titrated, usually from 38.3 µM), without a hit: at the highest dose activation, usual class: activators; hit rate 0.064% among 350,000;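 note: potency is the fitted concentration of half-maximal effect; 100% = response of the positive control SU9516; nearly all actives have a fitted effect of over 60% in size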
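Alpha7betagal+/- myoblasts (passage 13) were plated 16-24 hr, then exposed to compounds (1:260 dilution of DMSO stock) for 48 hours at 37C. After MPER lysis, β-galactosidase reporter activity was read as FDG fluorescence (ex 480/em 540) after 30 minutes.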
PTAP TSG101 blk: blocks PTAP/TSG101 interaction to inhibit HIV-1 budding. 340,000 tested, under 10 active. Fluorescence polarization, FITC-PTAP peptide / Tsg101 binding. Potency, µM (doses to about 115 µM), for inactives: top-dose activity change, negative = inhibition, most hits filed as inhibitors; active = well fitted inhibition curve with a large enough effect in the main read-out, with a control signal flat, not every such curve was filed as active; inconclusive = small, poorly fitted or top-dose-only effect, or effect the other way, or a change in a side signal; inactive = no such curve, though single readings can be large or run the other way; note: potency is the fitted concentration of half-maximal effect; % of control where 0% means no effect
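Fluorescence anisotropy tracks displacement of a FITC-tagged PTAP peptide (50 nM) from the Tsg101 binding domain (10 uM), following a 20 min room-temperature incubation at pH 7.5.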
TCR activator: activators of T cell receptors. primary human leukocytes, anti-CD3, IL-2 HTRF, 48 h. Potency, µM (series often up to 9.22 µM), for inactives: top-dose activation of IL-2 secretion, hits mostly activators. 330,000 tested, under 10 active. AID 504894; note: % of control where 0% means no effect
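IL-2 produced over 48 hr by a-CD3 bead-stimulated primary human leukocytes exposed to compounds was detected with a homogeneous time-resolved FRET immunoassay, 665nm acceptor signal after 320nm excitation.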
ASM inhibitor: human S-ASM enzyme inhibition. hit rate 0.006% among 340,000. placental ASM, HMU-PC fluorogenic substrate, 60 min. Potency, µM (top dose mostly 57.5 µM), for the others: at the highest dose activity change, negative = inhibition, usual class: inhibitors; note: potency is the fitted concentration of half-maximal effect
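qHTS format. ASM enzyme prepared from human placenta hydrolyses the fluorogenic substrate HMU-PC0 (9 uM final) over 60 min at 37 °C after a 10 min compound preincubation.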
Eya2 phos inh: inhibitors of human Eya2 phosphatase activity. O00167. recombinant Eya2, OMFP fluorescence dephosphorylation (OMFP is methylfluorescein phosphate). Potency, µM (top dose mostly 76.9 µM), for inactives: at the top dose activity, negative = inhibition, most hits filed as inhibitors. hit rate 0.006% among 330,000. AID 488837; note: potency is the fitted concentration of half-maximal effect; % is set by controls: 0 for no effect and ±100 for the full control effect
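Eya2 protein (added as 0.2 uM solution) was preincubated with compound for 10 min at ambient temperature in 50 mM HEPES pH 7.5, 50 mM NaCl, 5 uM MgCl2, 0.05% BSA, 1 mM DTT. OMFP (added at 50 uM) then reacted 10 min; fluorescence read at 485/525 nm.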
BCR signal inh: blocks chronic active B-cell receptor signaling | ABC-DLBCL IkBa-CBG/CBR reporter, luminescence ratio, 4 h | Potency, µM (titrated, usually from 46.1 µM), without a hit: top-dose ratio change, negative = lower green/red ratio, hits mostly inhibitors | hit rate 0.05% among 340,000; active = well fitted inhibition curve with a large enough effect in the signal ratio, with a control signal flat, not every such curve was filed as active; inconclusive = small, poorly fitted or top-dose-only effect, or effect the other way, or a change in a side signal; the % refers to the signal ratio;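 note: potency is the fitted concentration of half-maximal effect; plate controls were basal doxycycline-induced cells for no effect and cells given 10 µM MG132 for full effect; MG132 reads +100%, hits lower the ratio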
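Doxycycline induced both beetle luciferases in TMD8 lymphoma cells; IKK-driven degradation limits the IkappaBalpha-fused green signal, while red luminescence normalises for cell number and nonspecific effects. Compounds tested up to 46 uM, 4 hrs.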
Mito fusion yeast: inhibitors of mitochondrial division or activators of mitochondrial fusion; hit rate 0.23% among 320,000; Potency, µM (series often up to 46.1 µM), for the others: at the top dose growth rescue (activation), actives largely listed as activators; S. cerevisiae fusion-defective mutant growth rescue, CellTiterGlo 48 h;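 note: potency is the fitted concentration of half-maximal effect; % of control where 0% means no effect; nearly all actives have a fitted effect of over 45% in size; temperature-sensitive fusion mutants such as fzo1-1 at 37 °C on non-fermentable ethanol glycerol medium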
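Temperature-sensitive fusion-defective S. cerevisiae (e.g. fzo1-1, mgm1-5) were grown with compound in YPEG medium (3% ethanol, 3% glycerol) for 48 hours at 37C. Growth rescue was measured as viability by CellTiterGlo luminescence after 10 minutes at ambient.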
* hit, by the source's call; ? = inconclusive; . = not tested or not shown; [ ] = another dose, or the depositor's remark. Unless noted, calls come from the whole dose curve; as a rule, active = well fitted curve in the direction sought with a large enough effect; inconclusive = small, poorly fitted or top-dose-only effect, or another doubt; inactive = no such curve, though single readings can be large; an effect the other way counts as inactive or inconclusive.

SMILES	TSHR antagonist	AT treatment	Tb PFK block	ELG1 repair inh	Integrin act MD	PTAP TSG101 blk	TCR activator	ASM inhibitor	Eya2 phos inh	BCR signal inh	Mito fusion yeast
O=C(CN(Cc1ccc(F)cc1)C(=O)C1CSC(=O)C1)NC1CCCCC1 (stereo not drawn)	6	-2%	3%	-1%	2%	0%	1%	-1%	9%	-12%	4%
Fc1ccc(Cn2nnnc2CN2CCN(C3CCCC3)CC2)cc1	0	-3%	0%	4%	-11%	3%	-1%	11%	0%	?	0%
CCN(CC)C(=O)c1[nH]cnc1C(=O)Nc1ccc(C)cc1	-24	2%	3%	14%	-35%	2%	-5%	5%	-3%	?	2%
CCOc1ncccc1C(=O)Nc1nc(C(C)(C)C)cs1	-16	-1%	-1%	?	21%	0%	11%	-2%	-10%	?	?
COc1ccc(NC(=O)c2ccc(S(=O)(=O)N3CCCCC3)cc2)cc1OC	.	-3%	-9%	1%	0%	1%	4%	3%	0%	2%	.
CCN(CC)C(=O)CSc1nc2ncccc2[nH]1	9	?	-4%	5%	27%	-1%	2%	4%	-2%	?	-2%
O=C1C=C(c2cccc3c2sc2ccccc23)C[C@@H](c2ccc(F)cc2)C1	11	10%	4%	13µM*	-26%	-1%	10%	-4%	-3%	?	-5%
C/C=C\C=C\C(=O)Nc1cccc(C2=NOC3(C2)C[C@H](C(N)=O)N(C(=O)c2ccccc2C(=O)c2ccccc2)C3)c1 (stereo partly drawn)	30	110%	-16%	?	-38%	4%	6%	-9%	-6%	?	10%
COc1ccc(CCNC(=O)COC(=O)C2CC2)cc1	3	-3%	-2%	2%	21%	-3%	-4%	1%	6%	0%	-5%
CC1CCN(c2nc3nonc3nc2Nc2ccc(F)cc2)CC1	-4	-5%	0%	?	8%	-1%	0%	-6%	-23%	3%	15%
COc1cc(N2C(=O)CC3(CCCC3)CC2=O)cc(OC)c1OC	-6	15%	0%	14%	-21%	0%	0%	1%	-5%	0%	-1%
Cc1cc(C)nc(NS(=O)(=O)c2ccc(NC(=S)NC(=O)C(C)(C)C)cc2)n1	3	2%	2%	7%	14%	-1%	-8%	9%	12%	-14%	1%
CN(C)c1ccc(C2CNC(c3ccc(Cl)c([N+](=O)[O-])c3)c3[nH]c4ccccc4c32)cc1 (stereo not drawn)	-7	-3%	-1%	?	-10%	-3%	4%	267%[activator]	2%	0%	22%
CCOC(=O)C1=C(c2ccccc2)c2ccccc2OC1C(=O)OCC (stereo not drawn)	2	7%	-2%	-3%	-2%	-2%	-11%[46.1 µM]	-7%	-25%	3%	.
CC(=O)c1ccc(NS(=O)(=O)c2ccccc2)cc1	-5	5%	1%	?	36%	-3%	5%	5%	4%	-8%	12%
Cc1ccc2nc(SC(C)C(=O)NC3CCCC3)[nH]c2c1 (stereo not drawn)	-8	5%	1%	-13%	-18%	0%	10%	0%	-28%	5%	.
CCCCc1nnc(NC(=O)CSc2nc(=O)cc(N)n2-c2ccccc2)s1	-3	-3%	0%	11%	35%[7.66 µM]	-8%	.	-1%	1%	-6%	-2%
CCCCC(CC)CNC(=O)c1ncn[nH]1 (stereo not drawn)	-2	0%	4%	11%	18%	-6%	1%	7%	13%	1%	5%
C[C@H](CO)N1C[C@H](C)[C@@H](CN(C)C(=O)NC2CCCCC2)Oc2ccc(NC(=O)Cn3cnnn3)cc2C1=O	5	1%	1%	?	1%	-1%	3%	9%	18%	1%	.
N#C/C(=C\c1ccc(Cl)c([N+](=O)[O-])c1)c1ccccn1	6	-9%	-11%	?	-57%[inhibitor]	6%	4%	-1%	3%	-5%	-6%
O=C(NCCSCc1ccco1)Nc1cc(Cl)cc(Cl)c1	-17	-4%	-2%	-20%	0%	-1%	5%	-2%	-5%	0%	-5%
Cc1c(CCC(=O)N2CCC(C(=O)NCCCCCC(=O)O)CC2)c(=O)oc2cc3oc4c(c3cc12)CCCC4	-19	0%	0%	-10%	14%	-6%	-4%	50%[activator]	-3%	?	1%
CCOC(=O)C1CCN(C(=O)CSc2cc(=O)n(C)c3ccccc23)CC1	3	-3%	0%	?	-1%	-3%	4%	-2%	3%	?	1%
COc1ccc(N(CC(=O)Nc2cc(OC)ccc2OC)S(C)(=O)=O)cc1	-18	7%	2%	-8%	5%	2%	7%[46.1 µM]	-4%	-7%	-9%	-10%
CCN(c1ccccc1)S(=O)(=O)c1ccc(C(=O)N2CC(C)CC(C)C2)cc1 (stereo not drawn)	12	-4%	0%	-3%	-14%	-2%	-1%	5%	10%	?	21%
COc1cc2c(cc1OC)C(/C(C#N)=N\O)=NC(C)(C)C2	-4	-3%	-6%	8%	-20%	0%	-9%	1%	-14%	?	0%
Cc1nnc(SCC(=O)Nc2ccc(N3CCOCC3)cc2)n1-c1ccccc1	27	-4%	0%	0%	-18%	-3%	-1%	1%	7%	1%	4%
CS(=O)(=O)N(CC(=O)Nc1cccc(Br)c1)Cc1ccccc1	8	1%	-3%	-11%	21%	-8%	-2%	-1%	-1%	5%	5%
COc1cc(NC(=O)COC(=O)Cc2ccsc2)cc(OC)c1	14	-9%	-13%	?	8%	-7%	1%	4%	-22%	-4%	1%
COc1cc([N+](=O)[O-])ccc1N1C(=O)C2C3C=CC(C4CC34)C2C1=O (stereo not drawn)	-4	-1%	2%	-6%	-16%	-1%	-4%	-5%	-2%	5%	3%
O=C1C2C3C=CC(CC3)C2C(=O)N1c1ccccc1F (stereo not drawn)	5	11%	-2%	1%	4%	-2%	11%	2%	-12%	-1%	9%
CC(C)c1ccc(S(=O)(=O)N2CCN(C(=O)CN3C(=O)NC4(CCCC4)C3=O)CC2)cc1	4	5%	-2%	-5%	34%	.	4%	1%	-12%	2%	2%
O=C1OC2(c3ccccc3)C3CCCC2C13	5	-16%	-8%	7%	7%	-2%	2%	-1%	7%	1%	-6%
O=C(Nc1nc(=O)[nH]s1)c1ccccc1	6	1%	-2%	-10%	9%	-1%	-4%	-5%	4%	?	0%
COc1ccc(NC(=O)CSCC(=O)N(C)CC(=O)Nc2ccc(Cl)c(C(F)(F)F)c2)cc1	-8	4%	-12%	-3%	-9%	-7%	4%	-5%	-15%	?	-4%
O=C(O)Cn1cc(C(=O)C2CC2)c2ccccc21	8	1%	-9%	4%	20%	-6%	.	3%	8%	-3%	-7%
CCN1CCN(CC(=O)N2CCCC(C(=O)c3ccc(Oc4ccccc4)cc3)C2)CC1 (stereo not drawn)	-24	4%	-1%	?	-1%	0%	-3%	-1%	-9%	-17%	-1%
CCOC(=O)c1c(NC(=S)NNS(=O)(=O)c2ccc(Br)cc2)sc2c1CCCCC2	12	11%	1%	?	-4%	-2%	-2%	.	-11%	-4%	-5%
CNc1nc(SC)nc2ccccc12	1	-7%	-1%	17%	2%	-4%	-6%	2%	-5%	0%	-4%
N#CCCC12CCCCC1=Nc1ccccc12 (stereo not drawn)	-4	8%	0%	-6%	0%	-7%	-5%	4%	-13%[15.4 µM]	?	-4%
Cc1c(C(=O)OCC(=O)Nc2ccc3c(c2)OCO3)cccc1[N+](=O)[O-]	-3	-10%	17%	-9%	22%	-8%	7%[46.1 µM]	-7%	2%	-4%	-5%
COc1ccc(NC(=O)c2ccccc2OCc2ccc(F)cc2)c(OC)c1	-3	8%	1%	?	-16%	-3%	-3%	-10%	3%	13%	25%
CCOC(=O)C1CCN(c2c(NC3CCCc4ccccc43)c(=O)c2=O)CC1 (stereo not drawn)	-10	6%	-4%	13%	7%	-2%	1%[46.1 µM]	9%	3%	1%	0%
